Compound activity (PubChem)
Cdc42 wt: modulators of GTP binding to wildtype Cdc42, primary screen, biochemical, multiplex bead flow cytometry, Bodipy-GTP; Cell division control protein 42 homolog (Homo sapiens), P60953; GST-Cdc42 beads; actives lie on both sides; percent activity (GTP binding), % at 10 µM; 190,000 tested, 0.2% active; AID 761, 2007;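 active = percent activity GTP binding at least 20 points away from the 100% baseline, either down as inhibitor or up as activator; inconclusive = compound flagged as likely green fluorescent from well-wide comparison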;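 note: median bead fluorescence of bound Bodipy-FL-GTP at 100 nM; 0% = excess unlabeled GTP control and 100% = no compound control; below 100% means less GTP binding so inhibitor and above means activator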
Target sequence (P60953 whole entry, looked up): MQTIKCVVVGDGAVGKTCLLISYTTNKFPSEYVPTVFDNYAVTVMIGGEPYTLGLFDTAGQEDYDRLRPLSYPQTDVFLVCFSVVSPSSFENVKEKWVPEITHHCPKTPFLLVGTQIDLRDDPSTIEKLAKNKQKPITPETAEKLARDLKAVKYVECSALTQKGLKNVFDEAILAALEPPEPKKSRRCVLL
Rab2A wt mod: modulators of GTP binding to Rab2A wildtype, primary screen, biochemical, dog, bead-based flow cytometry, multiplex. GST-Rab2 wt beads, Bodipy-GTP binding. AID 760, 2007. 190,000 tested, 0.19% active. Ras-related protein Rab-2A (Canis lupus familiaris), P61105. GTP binding activity, % at 10 µM;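 active = GTP binding activity at least 20 points away from 100%, either lowered or raised; inconclusive = signal likely due to the compound's own green fluorescence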;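 note: 0% = beads with excess unlabeled GTP and 100% = no-compound control corrected for plate trend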
Mcl-1 Bim block: inhibitors of Bim peptide binding to Mcl-1, primary screen, biochemical, bead-based flow cytometry, multiplex | 190,000 tested, 0.1% active | Induced myeloid leukemia cell differentiation protein Mcl-1 (Homo sapiens), Q07820 | Bim peptide-Mcl-1 binding | inhibition, % at 10 µM | AID 1009, 2008; in the data active = inhibition above about 40%;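 note: 0% = no compound tracer wells and 100% = peptide blocker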
Target sequence (Q07820 whole entry, looked up): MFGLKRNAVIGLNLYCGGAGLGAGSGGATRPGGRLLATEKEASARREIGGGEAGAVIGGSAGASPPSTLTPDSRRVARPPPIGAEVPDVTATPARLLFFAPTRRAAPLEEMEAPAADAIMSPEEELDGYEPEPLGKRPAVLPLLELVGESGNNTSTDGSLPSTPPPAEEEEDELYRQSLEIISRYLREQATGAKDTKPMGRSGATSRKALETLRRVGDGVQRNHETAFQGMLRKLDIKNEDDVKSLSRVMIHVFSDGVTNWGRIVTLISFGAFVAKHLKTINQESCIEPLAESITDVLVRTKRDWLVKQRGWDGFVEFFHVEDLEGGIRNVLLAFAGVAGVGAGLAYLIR
Rac1 wt modul: wildtype Rac1 GTP binding modulators, primary screen, biochemical, GST-Rac1 beads, flow cytometry, multiplex; 190,000 tested, 0.27% active; Ras-related C3 botulinum toxin substrate 1 (Homo sapiens), P63000; AID 757, 2007; GTP binding activity (% of control), % at 10 µM; fluorescent GTP binding; actives lie on both sides; 0 = cold GTP competed, 100 = untreated;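 active = GTP binding activity at least 20 points away from the 100% control level, either lower or higher; inconclusive = compound flagged as likely green fluorescent, judged across all proteins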
HRas wt GTP: modulators of GTP binding to HRas wildtype, primary screen, biochemical, bead-based flow cytometry, multiplex. GTPase HRas (Homo sapiens), P01112. GST-Ras wt beads, Bodipy-FL-GTP binding; actives lie on both sides. GTP binding activity, % at 10 µM. 190,000 tested, 0.14% active;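 active = GTP binding activity at least 20% away from the 100% baseline, either lowered as inhibitor or raised as activator; inconclusive = flagged as likely green fluorescent, judged across all proteins in the well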;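 note: 0% = unlabeled GTP competition control and 100% = no-compound control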
Target sequence (P01112 whole entry, looked up): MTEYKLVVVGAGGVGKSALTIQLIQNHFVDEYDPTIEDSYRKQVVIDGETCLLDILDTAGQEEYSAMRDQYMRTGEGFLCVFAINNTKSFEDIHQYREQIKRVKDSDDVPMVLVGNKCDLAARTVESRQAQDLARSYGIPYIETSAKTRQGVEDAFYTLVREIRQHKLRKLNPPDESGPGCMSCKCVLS
Mcl1-Bid inh: Mcl-1/Bid binding inhibitors, primary screen, biochemical, TR-FRET, 1536-well; TR-FRET Mcl-1/Bid-Dy647 peptide binding; inhibition, % at 21.7 µM; 220,000 tested, 0.97% active;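 active = compounds that cut the binding signal by more than half at the single screening dose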;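 note: His-tagged Mcl-1 with europium anti-His antibody binding Bid BH3 peptide; 0% = Mcl-1 plus peptide wells and 100% = peptide-only wells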
Pf gametocyte: late stage P. falciparum gametocyte viability inhibitors, primary screen, ATP luminescence, HTS; inhibition, % at 10.9 µM; 150,000 tested, 0.065% active; P. falciparum stage V gametocytes, 24 h;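 active = inhibition above the mean plus 3 SD of compounds within the control limits, set per campaign, cut at about 38% in these data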;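 note: 0% = DMSO wells and 100% = medium only without gametocytes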
Mcl1-Noxa inh: Mcl-1/Noxa binding inhibitors, primary screen, biochemical, TR-FRET, 1536-well. TR-FRET Mcl-1/Noxa peptide binding, 2 h. 220,000 tested, 1.5% active. inhibition, % at 21.7 µM. Induced myeloid leukemia cell differentiation protein Mcl-1 (Homo sapiens), Q07820. AID 1022, 2008;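 active = compounds that cut the protein-peptide binding signal by more than 50% relative to plate controls in a single-dose test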;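 note: His-tagged Mcl-1 with rhodamine Noxa BH3 peptide and terbium anti-His antibody; 0% = Mcl-1 plus Noxa peptide wells and 100% = peptide-only wells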
Rab7 wt GTP bind: modulators of GTP binding to Rab7, primary screen, biochemical, wildtype, multiplex bead flow cytometry | Rab7 GTPase wild type (dog), Bodipy-FL-GTP binding | GST-Rab7 beads, fluorescent GTP binding; actives lie on both sides; untreated = 100%, excess cold GTP = 0% | GTP binding activity (percent of control), % at 10 µM | 190,000 tested, 0.055% active | AID 758, 2007;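 active = fluorescent GTP binding to Rab7 beads changed by at least 20 points from the 100% baseline, either direction, mostly lower; inconclusive = compound itself probably fluorescent, or too few beads counted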;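 note: median green fluorescence of bound Bodipy-FL-GTP per Rab7 bead population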
Rac1 mut GTP: GTP binding modulators of activated mutant Rac1, primary screen, biochemical, bead-based flow cytometry, multiplex, fluorescent GTP. percent activity (GTP binding), % at 10 µM. AID 764, 2007. GST-Rac1 activated beads; actives lie on both sides; 100% means binding = to untreated wells. 190,000 tested, 0.11% active. Ras-related C3 botulinum toxin substrate 1 (Homo sapiens), P63000;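 active = GTP binding at least 20 percentage points away from the 100% baseline, in either direction, so actives lie on both sides; inconclusive = Compound likely fluorescent itself, or too few beads counted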
Avidin bead fluor: green autofluorescence of compounds with avidin beads – biophysical, 488/530 nm, flow cytometry, artefact control, profiling panel; compound fluorescence 488/530 nm; active compounds read high; 220,000 tested, 0.38% active; fluorescence (KMESF) at 10 µM; in the data active = fluorescence above about 47; note: inactives centre near 10
* = called active by the depositor; ? = inconclusive; / = no result given.

Screens by letter – A = Cdc42 wt; B = Rab2A wt mod; C = Mcl-1 Bim block; D = Rac1 wt modul; E = HRas wt GTP; F = Mcl1-Bid inh; G = Pf gametocyte; H = Mcl1-Noxa inh; I = Rab7 wt GTP bind; J = Rac1 mut GTP; K = Avidin bead fluor
CCC(=NC(C)c1ccccc1)c1c(O)n(C)c(=O)n(C)c1=O (configuration not stated)
  A = 91 | B = 90 | C = -5 | D = 90 | E = 92 | F = 1 | G = 10 | H = 20 | I = 93 | J = 91 | K = 11
CNc1nc(N)c(C(=O)C23CC4CC(CC(C4)C2)C3)s1
  A = 97 | B = 96 | C = 0 | D = 99 | E = 97 | F = -74 | G = -8 | H = 11 | I = 98 | J = 96 | K = 8
CCOC(=O)c1cnc(SC)nc1Oc1cccc(NS(=O)(=O)c2ccc(F)cc2)c1
  A = 102 | B = 103 | C = -5 | D = 108 | E = 103 | F = -4 | G = / | H = 5 | I = 105 | J = 101 | K = 12
COc1cc(/C=C(\C#N)C(=O)NCCc2ccccc2)cc(OC)c1O
  A = 96 | B = 97 | C = -6 | D = 99 | E = 99 | F = 5 | G = -26 | H = 18 | I = 104 | J = 98 | K = 6
COCCn1cnnc1SCC(=O)Nc1ccccc1C(=O)Nc1ccc2c(c1)OCO2
  A = 101 | B = 99 | C = -1 | D = 104 | E = 102 | F = -48 | G = / | H = -2 | I = 99 | J = 100 | K = 11
CC1(C)C2CCC1(CS(=O)(=O)Nc1ccccc1)C(=O)C2 (configuration not stated)
  A = 95 | B = 96 | C = -1 | D = 95 | E = 97 | F = -7 | G = -1 | H = -10 | I = 100 | J = 96 | K = 23
CS(=O)(=O)N1CCCC(C(=O)NCc2ccccn2)C1 (configuration not stated)
  A = 102 | B = 101 | C = 0 | D = 101 | E = 102 | F = -40 | G = -4 | H = -37 | I = 104 | J = 98 | K = 34
CCN1CCN(c2nc3ccccc3nc2C(C#N)C(=O)OC2CCCCC2)CC1 (configuration not stated)
  A = 104 | B = 104 | C = -4 | D = 104 | E = 102 | F = -27 | G = 14 | H = 26 | I = 104 | J = 102 | K = 13
CC(C)Cn1c(/C=C/c2ccco2)nc2ccccc21
  A = 103 | B = 96 | C = 0 | D = 104 | E = 99 | F = -15 | G = -3 | H = 36 | I = 98 | J = 97 | K = 9
CC1(c2ccc3c(c2)OCO3)NC(=O)N(CC(=O)Nc2ccc(N3CCOCC3)cc2)C1=O (configuration not stated)
  A = 100 | B = 98 | C = -2 | D = 104 | E = 98 | F = -57 | G = / | H = 8 | I = 94 | J = 102 | K = 14
COCCNC(=O)c1ccc(Cn2c(=S)[nH]c3cc4c(cc3c2=O)OCO4)cc1
  A = 100 | B = 101 | C = 0 | D = 102 | E = 102 | F = -56 | G = 11 | H = 12 | I = 99 | J = 98 | K = 17
C=CCn1c(C)cc(C(=O)CSc2nnc(Cc3ccccc3)o2)c1C
  A = 104 | B = 103 | C = -2 | D = 103 | E = 105 | F = -33 | G = 8 | H = -2 | I = 106 | J = 100 | K = 35
COc1ccc(NC(=O)CC2Nc3cccc4cccc(c34)NC2=O)cc1 (configuration not stated)
  A = 96 | B = 98 | C = 2 | D = 101 | E = 98 | F = -35 | G = -16 | H = 34 | I = 102 | J = 96 | K = 11
CC(=C/c1ccccc1)/C=N/NC(=O)CSc1nc(C)cc(C)n1
  A = 97 | B = 93 | C = -2 | D = 95 | E = 94 | F = 3 | G = -19 | H = 20 | I = 97 | J = 93 | K = 13
OCCOCCn1c2ccccc2c2ccccc21
  A = 96 | B = 95 | C = -1 | D = 95 | E = 94 | F = 7 | G = -2 | H = -11 | I = 94 | J = 95 | K = 6
O=C(N/N=C\c1ccccn1)C1COc2cc3ccccc3cc2O1 (configuration not stated)
  A = 98 | B = 96 | C = -1 | D = 95 | E = 96 | F = -45 | G = -36 | H = -48 | I = 95 | J = 95 | K = 10
Cc1[nH]c(=O)[nH]c(=O)c1S(=O)(=O)Nc1ccc(Oc2ccccc2)cc1
  A = 102 | B = 98 | C = -1 | D = 106 | E = 99 | F = -9 | G = 7 | H = 19 | I = 97 | J = 99 | K = 25
COc1ccc(NC(=O)C2=C(C)NC(=O)NC2c2cccs2)c(OC)c1 (configuration not stated)
  A = 96 | B = 100 | C = 6 | D = 98 | E = 99 | F = -43 | G = / | H = -5 | I = 105 | J = 97 | K = 12
COc1cccc(N2CCN(C(=O)c3cccn4c(=O)c5c(C)c(C)sc5nc34)CC2)c1
  A = ? | B = ? | C = 7 | D = ? | E = ? | F = -16 | G = 11 | H = 2 | I = ? | J = ? | K = 10
CCCOC(=O)c1sc2nc3c(cc2c1N)C(=O)CCC3
  A = 99 | B = 98 | C = 0 | D = 102 | E = 99 | F = -27 | G = / | H = -2 | I = 99 | J = 97 | K = 13
COc1cc(Cl)c(C)cc1NC(=O)CNC(C)c1ccccc1OC (configuration not stated)
  A = 92 | B = 94 | C = -3 | D = 90 | E = 93 | F = -14 | G = 6 | H = 8 | I = 99 | J = 95 | K = 16
Brc1ccc(-c2nnc3ccc(N4CCN(c5ccccc5)CC4)nn23)cc1
  A = 101 | B = 99 | C = 0 | D = 105 | E = 101 | F = -35 | G = / | H = -48 | I = 99 | J = 100 | K = 21
CCCCCCCCNc1nc(Cl)nc(NCCN2CCOCC2)n1
  A = 99 | B = 97 | C = -1 | D = 100 | E = 97 | F = -12 | G = 4 | H = -1 | I = 97 | J = 97 | K = 14
Cc1nc2cc(NS(=O)(=O)c3ccccc3)ccc2n1C
  A = 98 | B = 96 | C = -1 | D = 100 | E = 98 | F = -15 | G = -17 | H = 12 | I = 99 | J = 100 | K = 12

2 compounds from above, limited to Rac1 wt modul:
SMILES | Rac1 wt modul
CCOC(=O)c1cnc(SC)nc1Oc1cccc(NS(=O)(=O)c2ccc(F)cc2)c1 | 108
COc1cc(/C=C(\C#N)C(=O)NCCc2ccccc2)cc(OC)c1O | 99

5 structures out of the list, arranged by number of heavy atoms, descending.
Screens by letter – A = Cdc42 wt; B = Rab2A wt mod; C = Mcl-1 Bim block; D = Rac1 wt modul; E = HRas wt GTP; F = Mcl1-Bid inh; G = Pf gametocyte; H = Mcl1-Noxa inh; I = Rab7 wt GTP bind; J = Rac1 mut GTP; K = Avidin bead fluor
COCCNC(=O)c1ccc(Cn2c(=S)[nH]c3cc4c(cc3c2=O)OCO4)cc1
  A = 100 | B = 101 | C = 0 | D = 102 | E = 102 | F = -56 | G = 11 | H = 12 | I = 99 | J = 98 | K = 17
C=CCn1c(C)cc(C(=O)CSc2nnc(Cc3ccccc3)o2)c1C
  A = 104 | B = 103 | C = -2 | D = 103 | E = 105 | F = -33 | G = 8 | H = -2 | I = 106 | J = 100 | K = 35
COc1cc(Cl)c(C)cc1NC(=O)CNC(C)c1ccccc1OC (configuration not stated)
  A = 92 | B = 94 | C = -3 | D = 90 | E = 93 | F = -14 | G = 6 | H = 8 | I = 99 | J = 95 | K = 16
CCC(=NC(C)c1ccccc1)c1c(O)n(C)c(=O)n(C)c1=O (configuration not stated)
  A = 91 | B = 90 | C = -5 | D = 90 | E = 92 | F = 1 | G = 10 | H = 20 | I = 93 | J = 91 | K = 11
CNc1nc(N)c(C(=O)C23CC4CC(CC(C4)C2)C3)s1
  A = 97 | B = 96 | C = 0 | D = 99 | E = 97 | F = -74 | G = -8 | H = 11 | I = 98 | J = 96 | K = 8

No enrichment for hits; any-hit rate near 2.7%.
